# Efa HMGR inh: blocks class II HMG-CoA reductase of Enterococcus faecalis. purified E. faecalis HMGR, NADPH absorbance 340 nm kinetic. inhibition, % at 10 µM. 190,000 compounds, 0.41% hits;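 active = inhibition above a set limit, the median over all tested compounds plus 3 SD, cut at about 9.5% in these data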;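 note: enzyme runs in reverse so mevalonate oxidation gives rising NADPH absorbance; 0% = complete reaction with DMSO and 100% = background rate lacking mevalonate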
# DTT redox prof: compounds producing H2O2 with reducing agent – biochemical, NIH compound library profiling, artefact control for MLSCN library redox annotation, primary screen. DTT-dependent redox cycling H2O2, phenol red/HRP absorbance; 100% = 100 µM peroxide control, 0% = buffer. activation, % at 10 µM. 200,000 compounds, 0.03% hits. AID 878;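 active = activation of at least 50% relative to the plate's high and low controls in the primary single-dose screen; inactive = activation below 50%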;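 note: compound incubated with DTT at 0.8 mM final as the reducing agent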
# PPARg SRC-1 ag: agonists of human PPARgamma SRC-1 coactivator recruitment; activation, % at 8 µM; PPARgamma-SRC-1 coactivator recruitment biochemical assay; 200,000 compounds, 0.41% hits; P37231; in the data active = activation above about 19%;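 note: 0% = DMSO and 100% = reference agonist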
# Target sequence (P37231 whole entry, looked up): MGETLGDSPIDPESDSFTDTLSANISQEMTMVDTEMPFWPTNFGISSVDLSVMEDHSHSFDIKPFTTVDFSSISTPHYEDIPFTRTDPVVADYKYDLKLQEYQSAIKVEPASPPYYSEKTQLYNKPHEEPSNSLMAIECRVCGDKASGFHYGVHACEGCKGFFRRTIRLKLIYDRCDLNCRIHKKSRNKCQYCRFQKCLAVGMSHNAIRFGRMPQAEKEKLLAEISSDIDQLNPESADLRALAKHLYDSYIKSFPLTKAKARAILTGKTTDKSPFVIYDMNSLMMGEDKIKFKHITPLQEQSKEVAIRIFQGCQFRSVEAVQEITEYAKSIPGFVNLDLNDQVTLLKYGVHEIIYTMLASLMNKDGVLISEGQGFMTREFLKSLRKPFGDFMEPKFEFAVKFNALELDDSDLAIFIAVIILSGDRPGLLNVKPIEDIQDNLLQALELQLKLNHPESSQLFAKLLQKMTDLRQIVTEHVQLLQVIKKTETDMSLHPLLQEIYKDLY
# S1P3 antagonist: blocks the human S1P3 receptor | AID 485 | CHO S1P3 NFAT-BLA reporter, FRET fluorescence, antagonist mode | 170,000 compounds, 0.27% hits | inhibition, % at 4.98 µM;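 active = inhibition above the plate cutoff, the mean inhibition of test wells on that plate plus 3 SD, cut at about 28% in these data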;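 note: cells challenged with S1P at its EC80 of 0.8 µM; blue over green emission ratio from cleaved BLA substrate after 4 h stimulation; 0% = S1P-stimulated wells and 100% = unstimulated DMSO-only wells; some compounds past the cut are filed as inactive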
# Target sequence (Q99500 whole entry, looked up): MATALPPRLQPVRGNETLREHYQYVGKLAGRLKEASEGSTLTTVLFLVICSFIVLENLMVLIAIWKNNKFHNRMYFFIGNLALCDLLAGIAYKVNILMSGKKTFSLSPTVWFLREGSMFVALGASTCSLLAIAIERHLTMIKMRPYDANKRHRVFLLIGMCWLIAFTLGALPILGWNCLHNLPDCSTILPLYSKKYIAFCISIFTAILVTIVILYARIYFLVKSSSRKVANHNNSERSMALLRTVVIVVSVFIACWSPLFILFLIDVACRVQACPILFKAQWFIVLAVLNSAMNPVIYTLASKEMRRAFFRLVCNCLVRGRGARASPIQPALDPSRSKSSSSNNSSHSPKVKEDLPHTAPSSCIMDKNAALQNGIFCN
# TR-FRET SRC-2 ct: counter-screen for PPARgamma SRC-2 recruitment agonists: TR-FRET artefact | 200,000 compounds, 0.4% hits | stronger effect = higher value | TR-FRET ratio at 8 µM; in the data active = TR-FRET ratio above about 2000; note: inactives centre near 1500; reference of the scale not given here
# ROMK primary: human ROMK K+ channel modulation, primary screen; P48048; 130,000 compounds, 2% hits; Tet-inducible ROMK, thallium flux fluorescence; actives lie on both sides; AID 1918; B-score at 10 µM;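 active = signal ratio slope over the read window, or its plate-corrected B-score, at least 3 SD from the plate mean, either direction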;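 note: B-score of the F/F0 ratio slope over 7 to 12 s after thallium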
# bIAP inhibitor: intestinal alkaline phosphatase (bovine) inhibition; purified bovine IAP, CDP-star luminescence, 30 min; inhibition, % at 20 µM; 190,000 tested, under 10 active; AID 1019;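 active = over 50% inhibition of intestinal alkaline phosphatase at 20 µM in the single-dose screen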
#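 Assay system: bovine IAP enzyme; medium: DEA buffer 100 mM, pH 9.8, with MgCl2 1.0 mM, ZnCl2 0.02 mM; doses: 20 µM single dose; incubation: enzyme reaction for 30 min at room temperature; detection: CDP-star luminescence signal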
# RAM inhibit: blocks the yeast RAM network; AID 868; inhibition, % at 50 µM; S. cerevisiae dse1pr::URA3 reporter, 5-FOA growth OD615, 2 d; analog-sensitive cbk1-as2 kinase mutant strain; 190,000 compounds, 1.8% hits;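 active = inhibition above a set limit, 3 SD over mean compound inhibition, cut at about 8.4% in these data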;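 note: 0% = DMSO-only wells with no growth and 100% = 10 µM 1-NA-PP1 full growth; inhibition rescues growth on 5-FOA so higher OD means more RAM inhibition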
# PPARg SRC3 recr: promotes SRC-3 coactivator recruitment by human PPARgamma; biochemical PPARgamma/SRC-3 coactivator recruitment assay; activation, % at 8 µM; 200,000 compounds, 0.26% hits; AID 731; in the data active = activation above about 23%;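 note: 0% = DMSO and 100% = reference agonist; some compounds past the cut are filed as inactive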
# PPARg SRC-2 ag: PPARgamma-driven SRC-2 recruitment agonism. 200,000 compounds, 0.34% hits. activation, % at 8 µM. PPARgamma LBD-SRC-2 recruitment, biochemical. P37231; in the data active = activation above about 22%;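 note: 0% = vehicle and 100% = reference agonist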
# Lmaj promast: Leishmania major promastigote growth inhibition | Leishmania major promastigotes, resazurin fluorescence viability | inhibition, % at 10 µM | 200,000 compounds, 9% hits | AID 1063; in the data active = inhibition above about 50%;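 note: promastigotes grown with compound for 44 hours at 28 °C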
# Numbers without * were called inactive; nt = no result given; & = joins results of further samples. This is a random part of the collection, and some 13% of all compounds hit somewhere here.
SMILES,Efa HMGR inh,DTT redox prof,PPARg SRC-1 ag,S1P3 antagonist,TR-FRET SRC-2 ct,ROMK primary,bIAP inhibitor,RAM inhibit,PPARg SRC3 recr,PPARg SRC-2 ag,Lmaj promast
O=C(NCc1ccccn1)c1ccco1,1,0.4,4,-14,1467,0.93,0,0.4,-3,0,-5
COCCNC(=S)Nc1ccc(S(=O)(=O)Nc2cnc3ccccc3n2)cc1,-2,-0.9,9,9,1751,1.8,-10,5.0,-4,-4,-5
CC1(C)Cc2ccccc2-c2nnc(SCC(=O)N3CCN(c4ccccc4)CC3)n21,1,-0.5,-2,-4,1461,-1.8,-8,0.7,-3,-1,10
CSc1oc(-c2ccco2)nc1S(=O)(=O)c1ccc(Br)cc1,5,-1.2,5,6,1556,nt,14,8.4*,7,0,-2
O=C(O)CCCNCc1ccccc1F,0,1.3,4,nt,1579,1.1,-1,1.5,-2,1,-5
COc1ccc(/C=C2\NC(=O)C(C=NCc3ccccc3)=C2O)cc1,3,0.1,-4,14,1408,nt,8,3.7,4,-3,58*
COc1ccc(NCc2nnc(SCC(=O)Nc3ccccc3)n2C)cc1,-3,-1.4,0,-1,1739,-0.6,-11,2.4,5,0,-4
CCOC(=O)c1cc(NC(=O)N(C(C)C)C(C)C)c(C)nc1C,-4,2.5,7,nt,1672,-0.1,8,0.1,0,12,-5
CCOC(=O)c1ccc(NC(=O)CN2CCc3ccccc3C2)cc1,1,0.3,0,-20,1377,-2.3,10,0.1,3,4,-10
CCc1nnc(NC(=O)C(CC)c2ccccc2)s1 (stereo not drawn),2,-0.3,0,-10,1600,0.26,22,2.0,3,-2,-5
COC(=O)c1[nH]c2cc(OC)ccc2c1NC(=O)CN1CCOCC1,0,3.1,-6,-10,1489,0.17,-3,1.8,-1,0,-1
O=C(OC[C@@H]1CCCN2CCCC[C@H]12)c1cc2ccccc2oc1=O,-5,-0.2,-2,-26,1649,-0.011,-13,0.5,5,17,-3
Cc1cccc(N(CC(=O)NCc2ccco2)C(=O)CCC(=O)Nc2nccs2)c1,0,-0.5,0,-8,1243,-0.15,-2,1.6,-5,-4,30
COCCSc1nnc(NS(=O)(=O)Cc2ccccc2)s1,1,0.8,0,-8,1404,0.26,4,0.1,-18,10,-8
COc1ccc(/C=C2\C(=O)N(c3nc(-c4ccc(Br)cc4)cs3)N=C2c2ccccc2)cc1,nt,-3.1,10,nt,1541,0.5,nt,nt,8,6,-1
Cc1cc(=O)[nH]c(N/N=C/C=C/c2ccccc2)n1,-2,-0.3,1,-4,1727,0.1,-27,0.7,5,10,0
CN(CC(=O)NCc1cccc(F)c1)C(=O)c1ccco1,0,0.6,-5,0,1664,0.18,6,-0.5,14,2,-5
CN(C)CCN(Cc1ccccc1)c1ccccn1,-8&1,-0.2,9&-1,10&-14,1490&1684,nt,6&-15,1.0,1&-1,-11&7,-9
COc1cc(-c2cc(N3C(=O)Nc4ccccc4N3O)n[nH]2)cc(OC)c1OC,0,0.0,3,0,1626,0,28,2.0,3,12,-4
CCOC(=O)C1CCCN(S(=O)(=O)c2ccccc2)C1 (stereo not drawn),-3,1.4,2,nt,1583,nt,-2,1.6,21,8,-1
CCOC(=O)c1c(C)[nH]c(C=Nc2ccc(OC)cc2)c1O,-1,0.3,10,nt,1602,nt,13,3.9,11,9,18
Cc1cccc(-c2nc(CSCC(=O)N3CCN(Cc4ccc5c(c4)OCO5)CC3)c(C)o2)c1,-3,-2.4,6,16,1361,nt,0,-0.5,-2,6,29
CC(C)C(NC(=O)c1ccco1)C(=O)OCc1cc([N+](=O)[O-])cc2c1OCOC2 (stereo not drawn),-6,-0.2,0,-12,1317,0.068,1,0.1,-4,0,3
CN=C(Nc1ccc(Cl)cc1)c1ccc(C(F)(F)F)cc1,-2,0.6,2,nt,1556,nt,1,-0.1,12,1,10
N#CCc1c(C#N)c(N)nc(N2CCCC(CO)C2)c1C#N (stereo not drawn),-9,-0.1,3,8,1508,-2.5,-8,-0.1,4,3,4
O=C(Nc1ccccc1)C1CC(=O)N(c2ccc3c4c(cccc24)CC3)C1 (stereo not drawn),-3,1.9,-2,nt,1412,nt,12,2.7,-4,8,6
Oc1c(Br)cc2oc3c(c2c1CNCc1ccccc1)CCCC3,0,0.0,-2,nt,1399,2.9*,12,0.5,-11,0,43
COC(=O)CN(n1cnnc1)S(=O)(=O)c1ccccc1Cl,-8,0.2,2,nt,1524,0.4,7,0.0,0,4,0
COc1ccc(NC2CS(=O)(=O)CC2NCc2ccco2)cc1 (stereo not drawn),-2,0.4,-1,nt,1724,-0.61,3,1.0,1,-2,-6
Cc1cccc(N2CCN(C(=S)Nc3ccc4nc(N5CCN(C)CC5)cc(C)c4c3)CC2C)c1 (stereo not drawn),2,-1.4,-4,3,1609,-0.08,-16,0.9,0,-3,98*
O=C(CCN1C(=O)c2ccc([N+](=O)[O-])cc2C1=O)Nc1cccc(O)c1,-6,0.6,0,-9,1491,nt,7,3.1,-6,1,-6
COc1ccc(N(CC(=O)Nc2cccc(N(C)S(C)(=O)=O)c2)S(=O)(=O)c2ccccc2)cc1Cl,-1,-0.6,-4,2,1545,0.93,-14,6.2,0,1,56*
Cc1nc2ccccc2n1CCOc1ccc([N+](=O)[O-])cc1,0,-0.7,-5,-12,1351,-0.068,11,1.1,0,-5,2
Cc1ccc2c(c1)N(CCC(=O)NC(C)C)C(=O)CO2,-1,-0.1,2,nt,1497,-0.13,5,1.6,-3,6,0
COc1ccc(-c2nc(C(N)=O)c3[nH]c(=O)n(-c4ccccc4OC)c3n2)c(OC)c1,-1,-1.6,0,-10,1752,nt,-43,0.6,12,5,6
N#Cc1ncn(-c2ccc(Oc3ccccc3)cc2)c1N,2,0.1,-3,-10,1453,0.032,-4,1.7,1,3,-7
O=c1[nH]c2cccc(Cl)c2n(CCNc2ncc(C(F)(F)F)cc2Cl)c1=O,-7,1.4,-5,nt,1549,nt,1,2.4,13,5,-4
CCOc1ccccc1NC(=O)c1ccc2nccnc2c1,-3,-0.7,3,0,1569,0.058,0,-0.5,-2,7,-4
Cc1ccc(N2CC(C(=O)NCc3ccccn3)CC2=O)cc1 (stereo not drawn),-6,-0.3,10,-12,1474,0.48,0,0.3,8,10,-4
COC(=O)Cn1cnc2ccccc2c1=O,-2,0.1,5,nt,1664,0.039,6,0.8,2,7,-4
CN(C)c1ccc(/C=C(/C#N)C(=O)NCc2ccccc2)o1,-3,-0.1,2,-11,1676,-0.67,24,5.9,6,6,-8
NC(=O)c1ccc(C(F)(F)F)n(Cc2ccc(Cl)cc2)c1=O,4,-4.1,9,nt,1593,-0.53,-1,2.1,12,12,-6
CC(C)C1OC2c3cccc4cccc(c34)C2N1c1ccccc1 (stereo not drawn),-1,0.8,3,nt,1614,-0.08,2,-1.2,-15,4,-4
c1csc(C2Nc3ccccc3-c3nc4ccccc4n32)c1 (stereo not drawn),-4,0.0,4,-8,1624,nt,14,1.6,7,-1,26
COCCn1c(SCC(=O)Nc2cc(C)on2)nnc1-c1ccco1,-1,-0.1,2,nt,1366,0.63,-4,1.6,-4,0,-3
Cc1cccc2cc(CN(Cc3ccco3)C(=O)c3cccs3)c(=O)[nH]c12,-10,0.1,5,7,1497,nt,-11,3.1,2,7,11
Cc1ccc2c(c1)CC1(CN2C)C(=O)OC(C)(C)OC1=O,-4,-1.2,1,nt,1494,0.41,-5,0.7,0,0,-5
COc1ccc(OCC(=O)NNC(=O)C(=O)N2CCCC2)cc1,2,0.0,-6,-20,1618,1.8,-18,1.4,3,6,-5
CCOC(=O)CNC(=O)c1cn(CC)c(=O)c2cc(OC)c(OC)cc12,-2,-2.0,2,nt,1681,nt,-6,0.7,-4,4,-7
CC(=O)N1CCN(S(=O)(=O)c2c(F)cc(F)c(Cl)c2F)CC1,-4,-1.3,-2,-19,1588,0.12,2,-0.2,3,2,1
Cc1ccc(S/C=C\C(=O)c2ccccc2)cc1,4,0.0,-3,nt,1336,0.63,14,2.6,7,11,16
O=C(COc1nc2ccccc2nc1N1CCOCC1)N1CCc2ccccc21,2,3.5,5,14,1430,nt,2,3.6,-11,-2,-3
N#CC1=C(N)Oc2c(oc(CO)cc2=O)C1c1cccs1 (stereo not drawn),-6,2.8,9,-23,1692,nt,16,1.0,3,11,-5
COc1ccccc1Nc1nc(N)nc(CSC(=S)N2CCC(C)CC2)n1,-3,-0.3,5,4,1384,-0.44,7,1.9,-6,-4,1
Cc1ccc(-c2nc(-c3ccccc3)no2)c(Cl)c1,-6,3.0,1,4,1688,nt,16,0.2,-2,-4,-8
COc1ccc(Br)cc1/C=N/NC(=O)CNC(=O)/C=C/c1ccccc1,-4,-3.6,0,nt,1670,nt,16,1.9,20,8,1
O=C(CCC(=O)OCC(=O)c1ccccc1)NC1CCCCC1,-2,4.3,-6,-1,1495,nt,14,0.0,-6,12,-5
Cc1cc(=O)[nH]c(SCC(=O)N2CCN(S(=O)(=O)c3ccccc3)C2)n1,1,-0.1,2,-4,1699,0.19,5,1.5,-2,7,-10
Cc1cc(Cl)n2nc(C)c(-c3ccc(Cl)cc3)c2n1,1,-1.7,-4,0,1510,-2.1,1,3.5,3,-1,27
COc1ccccc1N(CC(=O)NCCC1=CCCCC1)S(=O)(=O)c1ccccc1,-2,-0.7,12,-13,1727,0.15,-4,5.0,7,12,32
# Next part
SMILES,Efa HMGR inh,DTT redox prof,PPARg SRC-1 ag,S1P3 antagonist,TR-FRET SRC-2 ct,ROMK primary,bIAP inhibitor,RAM inhibit,PPARg SRC3 recr,PPARg SRC-2 ag,Lmaj promast
O=C(CCC1COc2ccccc2O1)N1CCCC1 (stereo not drawn),1,0.0,-1,-23,1632,nt,5,1.2,5,4,3
O=C(N/N=C/C=C/c1ccco1)c1cccc([N+](=O)[O-])c1,-3,-0.2,0,3,1641,0.76,21,3.3,2,-2,-6
OC(c1ccc2c(c1)OCO2)c1nccc2ccccc12 (stereo not drawn),-2,2.7,3,-3,1387,nt,-25,0.0,-3,-5,4
CCc1ccc(N2C(=O)C3ON(c4ccccc4)C(c4ccco4)C3C2=O)cc1 (stereo not drawn),-1,-0.3,-4,-11,1446,nt,3,5.6,3,-10,-2
Cc1ccc(COn2c(-c3ccc(Cl)cc3Cl)nc3ncccc32)cc1,-4,0.1,-3,nt,1615,-0.065,-4,-2.2,3,8,14
C=CCOC(=O)c1sc(NC(=O)c2ccco2)nc1C,-15,3.5,5,48,1730,nt,9,4.0,-1,5,-2

# From PubChem BioAssay
